Compound activity: PubChem, Sanford-Burnham Center for Chemical Genomics
mIAP activ – mouse IAP activation; muIAP, CDP-Star luminescence, 30 min; stronger effect = higher value; 1 = vehicle-only enzyme signal, 0 = enzyme-free wells; hit rate 0.24% among 330,000; activation factor at 10 µM;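 active = activation factor of at least 2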; also: the source names both 10 and 20 µM as test concentration; values of inactives mirror those of a sister screen read the other way
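System: Mouse IAP enzyme | Also added: CDP-Star substrate | Dosing: Compounds dispensed in DMSO | Schedule: 30 min enzyme-substrate-compound incubation at room temperature | Technique: Chemiluminescence readout | Control set: DMSO-only wells and no-enzyme negative control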
hIAP act – human IAP activation; P09923; purified human IAP, CDP-Star luminescence, 30 min; stronger effect = higher value; 1 = vehicle-only enzyme, 0 = enzyme-free background; activation factor at 10 µM; hit rate 0.16% among 330,000;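 active = activation factor of the enzyme at least 2-fold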; also: the source names both 10 and 20 µM as test concentration; values of inactives mirror those of a sister screen read the other way
beta cell repl – induces beta-cell replication in MIN6 cells | MIN6 cells proliferation, ATPlite luminescence, 48 h; cells starved in 0.2% serum; 100% = growth in 10% serum | hit rate 0.29% among 330,000 | proliferation, % at 10 µM;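 active = compounds whose signal lies at least 3.5 SD above the mean of all wells on their plate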;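 also: 0% = DMSO-treated cells in low-serum medium and 100% = 10% serum control; some compounds called inactive have numbers as strong as hits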
APOBEC3G inh – APOBEC3G (human) deaminase inhibition; Q9HC16; hit rate 0.28% among 330,000; recombinant A3G, ssDNA deamination FAM/TAMRA fluorescence; AID 493012; inhibition, % at 20 µM;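 active = inhibition of at least 40% at 20 µM, with no more than 30% in the related APOBEC3A deaminase screen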;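 also: plate controls were DMSO wells with A3G for no effect and wells lacking A3G enzyme for full effect; some compounds called inactive have numbers as strong as hits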
Target sequence (Q9HC16 whole entry, looked up): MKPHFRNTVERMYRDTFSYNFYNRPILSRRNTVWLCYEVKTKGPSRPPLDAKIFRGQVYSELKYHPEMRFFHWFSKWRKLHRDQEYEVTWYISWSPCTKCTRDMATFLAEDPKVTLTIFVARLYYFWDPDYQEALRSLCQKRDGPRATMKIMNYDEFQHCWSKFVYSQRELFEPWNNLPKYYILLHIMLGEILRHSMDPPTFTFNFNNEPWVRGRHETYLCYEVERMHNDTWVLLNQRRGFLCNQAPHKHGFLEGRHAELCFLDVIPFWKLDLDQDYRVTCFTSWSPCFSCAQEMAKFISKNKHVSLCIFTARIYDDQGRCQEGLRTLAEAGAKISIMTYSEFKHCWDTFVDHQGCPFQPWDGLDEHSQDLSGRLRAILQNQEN
MPTP block – blocks calcium-induced mitochondrial swelling; isolated mouse mitochondria, Ca2+ swelling absorbance, 30 min; inhibition, % at 10 µM; hit rate 1.4% among 360,000; AID 602449;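 active = inhibition of 50% or more, scaled per plate between neutral and stimulator controls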;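 also: 0% = DMSO wells given calcium and 100% = 1 mM EGTA wells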
mIAP block – blocks mouse intestinal alkaline phosphatase; purified mouse IAP, CDP-Star luminescence, 30 min; hit rate 0.2% among 330,000; inhibition, % at 10 µM;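 active = inhibition of at least 40% at 10 µM in the primary screen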;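 also: plate controls were DMSO with enzyme for no effect and no enzyme wells for full effect; values of inactives mirror those of a sister screen read the other way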
ATG4B inhibitor – ATG4B (human) cysteine protease inhibition. Q9Y4P1. ATG4B cleavage of LC3-PLA2, NBD-HPC fluorescence, 1 h. inhibition, % at 8.33 µM. hit rate 0.51% among 340,000; in the data active = inhibition above about 40%
Target sequence (Q9Y4P1 whole entry, looked up): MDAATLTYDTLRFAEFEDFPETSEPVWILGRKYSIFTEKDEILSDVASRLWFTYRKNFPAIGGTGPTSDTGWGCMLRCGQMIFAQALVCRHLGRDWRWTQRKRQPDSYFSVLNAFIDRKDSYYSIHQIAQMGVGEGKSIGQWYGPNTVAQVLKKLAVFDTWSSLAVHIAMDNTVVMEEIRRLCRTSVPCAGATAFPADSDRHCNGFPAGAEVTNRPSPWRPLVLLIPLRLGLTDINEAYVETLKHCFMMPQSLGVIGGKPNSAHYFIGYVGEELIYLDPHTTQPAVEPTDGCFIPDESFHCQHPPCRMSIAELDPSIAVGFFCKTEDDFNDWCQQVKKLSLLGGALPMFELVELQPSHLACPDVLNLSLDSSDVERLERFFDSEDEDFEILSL
hIAP block – blocks human intestinal alkaline phosphatase; inhibition, % at 10 µM; purified IAP, CDP-Star luminescence, 30 min; hit rate 0.12% among 330,000; P09923;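 active = inhibition reaching a set limit with compound at 10 µM in the primary screen, cut at about 35% in these data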;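 also: plate controls were DMSO wells with enzyme for no effect and no-enzyme buffer wells for full effect; values of inactives mirror those of a sister screen read the other way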
A3A deaminase – blocks human APOBEC3A ssDNA deamination; recombinant A3A, FAM/TAMRA ssDNA deamination fluorescence; inhibition, % at 20 µM; hit rate 0.41% among 330,000; AID 493011;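 active = at least 40% inhibition at 20 µM here, with at most 30% in a related deaminase screen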;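 also: plate controls were A3A with DMSO for no effect and wells lacking A3A enzyme for full effect; some results filed as inactive read as strong as hits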
Target sequence (P31941 whole entry, looked up): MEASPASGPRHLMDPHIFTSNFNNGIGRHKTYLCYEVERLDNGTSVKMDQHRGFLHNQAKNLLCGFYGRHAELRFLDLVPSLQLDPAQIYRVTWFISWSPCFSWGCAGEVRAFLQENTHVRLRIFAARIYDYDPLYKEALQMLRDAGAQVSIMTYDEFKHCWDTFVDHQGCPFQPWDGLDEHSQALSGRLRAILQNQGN
Numbers without * were called inactive.

What do the screens show for `COC(=O)C(NC(=O)C(C)NC(=O)OCc1ccccc1)C(C)C` (stereo not given)?
mIAP activ: 1.03; hIAP act: 0.913; beta cell repl: -1.4; APOBEC3G inh: -2.2; MPTP block: 4.2; mIAP block: -3.4; ATG4B inhibitor: 6.5; hIAP block: 8.7; A3A deaminase: 0.9

How did COc1cc(CNCc2ccccc2Cl)ccc1OCC(=O)NC1CCCCC1 do in these assays?
mIAP activ: 0.969; hIAP act: 0.989; beta cell repl: -1.3; APOBEC3G inh: 1.5; MPTP block: 2.9; mIAP block: 3.1; ATG4B inhibitor: -8.9; hIAP block: 1.1; A3A deaminase: 3.0

What do the screens show for `Cc1ccnc2nc(C(=O)Nc3ccc4c(c3)OCO4)nn12`?
mIAP activ: 1.02; hIAP act: 1.2; beta cell repl: -1.3; APOBEC3G inh: -9.1; MPTP block: -0.8; mIAP block: -2.5; ATG4B inhibitor: -0.1; hIAP block: -20.2; A3A deaminase: -2.1

Results for O=C(NC1CC1)c1ccc(NS(=O)(=O)c2ccc(F)cc2)cc1 ?
mIAP activ: 0.948; hIAP act: 0.942; beta cell repl: 1.0; APOBEC3G inh: -8.8; MPTP block: -1.1; mIAP block: 5.2; ATG4B inhibitor: -0.6; hIAP block: 5.8; A3A deaminase: -5.4

What do the screens show for `O=C(c1ccccc1NS(=O)(=O)c1ccc([N+](=O)[O-])cc1[N+](=O)[O-])N1O[C@@H]2C=C[C@H]1C2`?
mIAP activ: 1.06; APOBEC3G inh: 7.9; MPTP block: 1.7; mIAP block: -6.5; ATG4B inhibitor: -2.6; A3A deaminase: 6.4

What do the screens show for `Cc1cc(NC(=O)CCC(=O)N(c2ccccc2F)C(C(=O)NC2CCCC2)c2ccccc2)no1` (stereo not given)?
mIAP activ: 1.1; hIAP act: 1.04; beta cell repl: 0.0; APOBEC3G inh: 5.6; MPTP block: -1.6; mIAP block: -10.2; ATG4B inhibitor: -2.7; hIAP block: -4.0; A3A deaminase: -1.3

What do the screens show for `O=C(Nc1ccc(F)cc1Cl)C1CCN(C(=O)Nc2ccccc2)CC1`?
mIAP activ: 0.903; hIAP act: 1.07; beta cell repl: 5.2; APOBEC3G inh: -5.4; MPTP block: -1.9; mIAP block: 9.7; ATG4B inhibitor: -3.1; hIAP block: -6.6; A3A deaminase: -0.5

Results for Cc1ccc(SC(C)C(=O)Nc2cccnc2)cc1 (stereo not given) ?
mIAP activ: 0.969; hIAP act: 0.967; beta cell repl: 1.4; APOBEC3G inh: -4.5; MPTP block: -1.2; mIAP block: 3.1; ATG4B inhibitor: -3.8; hIAP block: 3.4; A3A deaminase: 0.5

How did CCS(=O)(=O)N1CCN(S(=O)(=O)c2ccc3c(c2)OCCO3)CC1 do in these assays?
mIAP activ: 1.07; hIAP act: 1.19; beta cell repl: 1.2; APOBEC3G inh: 10.9; MPTP block: -0.1; mIAP block: -7.0; ATG4B inhibitor: -4.0; hIAP block: -18.6; A3A deaminase: 1.9

How did COc1cc(NC(=O)c2cccc(COCC(F)(F)C(F)F)c2)cc(OC)c1OC do in these assays?
mIAP activ: 0.981; hIAP act: 0.841; beta cell repl: -1.1; APOBEC3G inh: -1.9; MPTP block: -0.5; mIAP block: 1.9; ATG4B inhibitor: -13.5; hIAP block: 15.9; A3A deaminase: -1.2

Results for CC(/C=N/NC(=O)c1cccc([N+](=O)[O-])c1)=C\c1ccccc1 ?
mIAP activ: 0.907; hIAP act: 0.776; beta cell repl: -1.6; APOBEC3G inh: -3.3; MPTP block: 0.9; mIAP block: 9.3; ATG4B inhibitor: -0.2; hIAP block: 22.4; A3A deaminase: -0.1

What do the screens show for `COc1ccc(-n2c(SCC(=O)Nc3sc4c(c3C#N)CCCC4)nnc2-c2ccccc2OC)cc1`?
mIAP activ: 0.932; hIAP act: 0.879; beta cell repl: -5.5; APOBEC3G inh: -4.5; MPTP block: 0.1; mIAP block: 6.8; ATG4B inhibitor: -16.1; hIAP block: 12.1; A3A deaminase: -0.3

What do the screens show for `Cc1ccc(/C=C2\SC(=S)N(C(Cc3ccccc3)C(=O)O)C2=O)cc1` (stereo not given)?
mIAP activ: 0.874; hIAP act: 0.912; beta cell repl: -4.7; APOBEC3G inh: -8.6; MPTP block: 3.4; mIAP block: 12.6; ATG4B inhibitor: 47.8*; hIAP block: 8.8; A3A deaminase: -3.0

Results for Nc1nnc(SCC(=O)OCC(=O)c2ccccc2Br)s1 ?
mIAP activ: 0.996; hIAP act: 0.862; beta cell repl: -0.9; APOBEC3G inh: 0.9; MPTP block: 0.3; mIAP block: 0.4; ATG4B inhibitor: 3.4; hIAP block: 13.8; A3A deaminase: -4.5

Results for Cc1ccc(C(=O)C(OC(=O)CCC(=O)Nc2cccc(C)c2)c2ccccc2)cc1 (stereo not given) ?
mIAP activ: 1.02; hIAP act: 1.08; beta cell repl: -0.6; APOBEC3G inh: -3.4; MPTP block: 10.2; mIAP block: -2.3; ATG4B inhibitor: 1.4; hIAP block: -8.0; A3A deaminase: -0.3

Results for COc1ccc(CNc2oc(-c3ccccc3)nc2C#N)cc1 ?
mIAP activ: 1.08; hIAP act: 0.923; beta cell repl: 1.8; APOBEC3G inh: -8.4; MPTP block: 0.8; mIAP block: -8.0; ATG4B inhibitor: 0.4; hIAP block: 7.7; A3A deaminase: -0.7

Results for COc1ccc(-c2nnnn2C)cc1S(=O)(=O)NCc1ccccc1 ?
mIAP activ: 1.11; hIAP act: 1.03; beta cell repl: -2.5; APOBEC3G inh: -0.3; MPTP block: 0.0; mIAP block: -10.7; ATG4B inhibitor: -5.0; hIAP block: -3.0; A3A deaminase: -4.3

What do the screens show for `CCCn1c(CCNc2nc(-c3ccc(Cl)c([N+](=O)[O-])c3)cs2)nc2cc(Cl)c(Cl)cc21`?
mIAP activ: 0.956; hIAP act: 1.22; beta cell repl: -4.8; APOBEC3G inh: 10.6; MPTP block: 1.0; mIAP block: 4.4; ATG4B inhibitor: -14.3; hIAP block: -21.5; A3A deaminase: 0.6

Results for C[C@H](CO)N1C[C@H](C)[C@@H](CN(C)C(=O)NC2CCCCC2)Oc2ccc(NC(=O)c3ccncc3)cc2C1=O ?
mIAP activ: 0.995; hIAP act: 0.956; beta cell repl: 0.9; APOBEC3G inh: -7.8; MPTP block: -0.8; mIAP block: 0.5; ATG4B inhibitor: -3.0; hIAP block: 4.4; A3A deaminase: -2.3

What do the screens show for `CC(=O)NC1(c2ccccc2)CCN(Cc2nnnn2C(C)(C)C)CC1`?
mIAP activ: 0.931; hIAP act: 1.15; beta cell repl: -1.3; APOBEC3G inh: -4.6; MPTP block: -0.3; mIAP block: 6.9; ATG4B inhibitor: -4.0; hIAP block: -14.8; A3A deaminase: -3.6

What do the screens show for `CS(=O)(=O)c1ccc2nc(NC(=O)CCC(=O)c3cccs3)sc2c1`?
mIAP activ: 0.892; hIAP act: 0.962; beta cell repl: -1.2; APOBEC3G inh: -0.9; MPTP block: -0.5; mIAP block: 10.8; ATG4B inhibitor: -8.2; hIAP block: 3.8; A3A deaminase: 2.1

What do the screens show for `COc1ccc(NC(=O)CC2CC3CCC2C3)cn1` (stereo not given)?
mIAP activ: 1; hIAP act: 0.948; beta cell repl: -0.1; APOBEC3G inh: -15.0; MPTP block: -0.1; mIAP block: -0.5; ATG4B inhibitor: 3.8; hIAP block: 5.2; A3A deaminase: -0.1

What do the screens show for `Cc1c(Cc2ccccc2)c(=O)oc2c(CN(C)C)c(O)c(Cl)cc12`?
mIAP activ: 1.09; hIAP act: 1.19; beta cell repl: -1.1; APOBEC3G inh: -0.3; MPTP block: 2.6; mIAP block: -8.8; ATG4B inhibitor: -7.3; hIAP block: -19.1; A3A deaminase: -2.7

How did COc1cc2[nH]c(=O)n(CCC(=O)NC3CCCC3)c(=O)c2cc1OC do in these assays?
mIAP activ: 1.09; hIAP act: 1.3; beta cell repl: -2.3; APOBEC3G inh: -6.8; MPTP block: 2.2; mIAP block: -9.5; ATG4B inhibitor: 10.8; hIAP block: -30.0; A3A deaminase: -3.9

Results for COC(=O)c1ccc(CN2CCCC(CCC(=O)NCc3ccc(C)o3)C2)cc1 (stereo not given) ?
mIAP activ: 0.931; hIAP act: 1.04; beta cell repl: -3.9; APOBEC3G inh: -6.3; MPTP block: -0.7; mIAP block: 6.9; ATG4B inhibitor: 19.8; hIAP block: -4.0; A3A deaminase: -2.6

How did COc1cccc(/C=C/C(=O)c2ccc3c(c2)OCCO3)c1OC do in these assays?
mIAP activ: 0.976; hIAP act: 0.921; beta cell repl: -4.4; APOBEC3G inh: -0.8; MPTP block: 0.6; mIAP block: 2.4; ATG4B inhibitor: 5.9; hIAP block: 7.9; A3A deaminase: 4.9

Results for Cc1cccc2cc(C#N)c(N3CCN(C)CC3)nc12 ?
mIAP activ: 1.06; hIAP act: 1.1; beta cell repl: 0.7; APOBEC3G inh: 3.3; MPTP block: 4.3; mIAP block: -6.3; ATG4B inhibitor: -13.4; hIAP block: -10.0; A3A deaminase: 2.5

What do the screens show for `O=C(c1ccc(CS(=O)c2ccccc2Cl)o1)N1CCOCC1` (stereo not given)?
mIAP activ: 0.962; hIAP act: 0.869; beta cell repl: -2.8; APOBEC3G inh: -6.6; MPTP block: 2.7; mIAP block: 3.8; ATG4B inhibitor: -7.6; hIAP block: 13.1; A3A deaminase: -6.0

Results for CC(C)[C@H](NC(=O)c1ccco1)C(=O)N(C)Cc1ccc(C(F)(F)F)cc1 ?
mIAP activ: 0.987; hIAP act: 1.18; beta cell repl: 0.0; APOBEC3G inh: 3.0; MPTP block: -0.5; mIAP block: 1.3; ATG4B inhibitor: 5.8; hIAP block: -18.4; A3A deaminase: 1.5

How did C/C(=N\NC(=O)c1nnn(-c2nonc2N)c1-c1cccs1)c1cccnc1 do in these assays?
mIAP activ: 0.982; hIAP act: 1.03; beta cell repl: -0.7; APOBEC3G inh: -1.9; MPTP block: -2.1; mIAP block: 1.8; ATG4B inhibitor: -5.2; hIAP block: -3.5; A3A deaminase: -2.0

Results for COc1ccc(-c2nnc(NC(=O)c3ccccc3C)o2)cc1 ?
mIAP activ: 0.964; hIAP act: 0.944; beta cell repl: -2.9; APOBEC3G inh: -7.3; MPTP block: -1.2; mIAP block: 3.6; ATG4B inhibitor: 11.8; hIAP block: 5.6; A3A deaminase: -3.1

What do the screens show for `COc1ccc2c(c1)c1ncn(CC3CCCO3)c(=O)c1n2C` (stereo not given)?
mIAP activ: 0.964; hIAP act: 1.05; beta cell repl: -3.3; APOBEC3G inh: -0.1; MPTP block: 1.8; mIAP block: 3.6; ATG4B inhibitor: -6.7; hIAP block: -5.5; A3A deaminase: 2.6

What do the screens show for `Cc1cccc(NC(=O)CN2C(=O)S/C(=C\c3cccn3-c3cccc(C(=O)O)c3)C2=O)c1`?
mIAP activ: 0.823; hIAP act: 0.984; beta cell repl: -3.2; APOBEC3G inh: 1.0; MPTP block: 2.2; mIAP block: 17.7; ATG4B inhibitor: 30.3; hIAP block: 1.6; A3A deaminase: 11.1

Results for CSc1ccccc1C(=O)N1CCCCC1 ?
mIAP activ: 0.96; hIAP act: 1.03; beta cell repl: -0.2; APOBEC3G inh: 19.0; MPTP block: 0.6; mIAP block: 4.0; ATG4B inhibitor: -2.0; hIAP block: -3.3; A3A deaminase: -0.8
